# Tn7 DDE FP: DD(E)-Tn7 binding inhibition, primary FP screen. P02675. FP displacement of FITC-Tn7 peptide from fibrin DD(E); 0% = median of compound wells per plate. inhibition, % at 8.3 µM. 370,000 tested, 0.13% active. AID 720508;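 active means inhibition above the mean of compounds falling within the control limits plus 3 SD of them, cut at about 14% in these data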;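 further: 0% = plate median of compound wells and 100% = 10 µM Aha-Tn7 peptide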
#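 Assay system: human fibrin DD(E). Input: DD(E) 2 µM final. Medium: Tris buffer with calcium and detergent, pH 7.8. Compound dosing: single point at 8.3 µM. Timing: 10 min plus 3 h, room temperature. Technique: fluorescence polarization of the labelled Tn7 tracer. Read-out: percent inhibition. Replicates: singlicate testing.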
# HTRA1 inh: HTRA1 (human) protease inhibition; inhibition, % at 5.96 µM; 340,000 tested, 0.5% active; recombinant HTRA1, FP-rhodamine activity-based probe, fluorescence polarization; Q92743; in the data active means inhibition above about 36%;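 further: 0% = enzyme with DMSO and 100% = wells lacking enzyme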
# SIAE inh: human SIAE inhibition, primary screen; Q9HAT2; SIAE FP-Rh probe binding, fluorescence polarization; inhibition, % at 9.66 µM; 370,000 tested, 0.69% active;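 active means inhibition above a cutoff: mean of compounds within the control limits plus 3 SD of those, cut at about 17% in these data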;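 further: 0% = plate median of compound wells and 100% = probe without SIAE protein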
# TCR-CD3 inh: blocks the human TCR-CD3 interaction; TAMRA-labeled TCR probe fluorescence, biochemical; inhibition, % at 9.4 µM; 360,000 tested, 0.37% active; AID 651800; in the data active means inhibition above about 19%;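 further: recombinant mutant TCR 2C K166C tagged with TAMRA read by polarization; 0% = receptor in buffer alone and 100% = receptor with positive control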
# TDP2 absorb: TDP2 (human) inhibition, absorbance primary screen; O95551; recombinant TDP2, T5PNP hydrolysis, p-nitrophenol absorbance 415 nm; inhibition, % at 12.8 µM; 370,000 tested, 0.34% active; AID 720702;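 active means inhibition above the mean of all tested compounds plus 3 SD, set per campaign, cut at about 25% in these data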;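 further: 0% = DMSO with enzyme and 100% = buffer with substrate but no TDP2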
# Target sequence (O95551 whole entry, looked up): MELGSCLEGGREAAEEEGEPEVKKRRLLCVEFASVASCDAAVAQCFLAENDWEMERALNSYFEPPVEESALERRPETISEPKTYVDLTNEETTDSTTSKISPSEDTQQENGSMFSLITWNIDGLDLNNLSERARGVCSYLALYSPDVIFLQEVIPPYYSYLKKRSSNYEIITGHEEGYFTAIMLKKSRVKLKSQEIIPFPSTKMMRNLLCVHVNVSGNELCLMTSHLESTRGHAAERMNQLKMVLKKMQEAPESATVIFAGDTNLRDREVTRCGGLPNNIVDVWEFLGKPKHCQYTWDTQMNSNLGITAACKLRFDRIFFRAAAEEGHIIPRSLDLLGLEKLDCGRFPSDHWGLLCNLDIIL
#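 Incubation: 2 h at 37 °C; Test system: recombinant human TDP2; Quantity: enzyme 120 nM; Read-out basis: percent inhibition; Medium: 50 mM Tris-HCl pH 7.5 with Mg2+, KCl, DTT, BSA; Repeats: single replicate; Compound: 12.8 µM single point, 1% DMSO; Signal: epi absorbance; Reagent: 5 mM T5PNP chromogenic substrate; Benchmarks: no-enzyme high, DMSO-plus-enzyme low.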
# PRMT1 inh: blocks human protein arginine methyltransferase 1 | Q99873 | recombinant PRMT1, activity-based probe fluorescence polarization | inhibition, % at 2.79 µM | 370,000 tested, 1.3% active;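 active means inhibition above about 21% made by adding two undisclosed values, limit read from the data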
# Target sequence (Q99873 whole entry, looked up): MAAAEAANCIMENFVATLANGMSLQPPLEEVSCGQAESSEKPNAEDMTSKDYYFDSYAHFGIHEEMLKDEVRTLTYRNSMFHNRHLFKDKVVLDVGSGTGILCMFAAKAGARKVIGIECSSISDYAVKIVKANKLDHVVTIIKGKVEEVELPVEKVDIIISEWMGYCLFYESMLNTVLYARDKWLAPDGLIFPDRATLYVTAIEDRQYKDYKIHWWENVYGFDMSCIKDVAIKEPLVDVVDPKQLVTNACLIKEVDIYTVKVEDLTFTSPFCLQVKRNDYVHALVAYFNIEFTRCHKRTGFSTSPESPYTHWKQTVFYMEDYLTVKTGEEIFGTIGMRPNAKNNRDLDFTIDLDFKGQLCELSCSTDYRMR
# mABHD4 FP: ABHD4 (mouse) inhibition, primary FP screen | Q8VD66 | purified mABHD4, FP-Rh probe fluorescence polarization | inhibition, % at 8.92 µM | 370,000 tested, 0.54% active | AID 720543;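 active means inhibition exceeding the mean over every tested compound plus 3 SD, cut at about 30% in these data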;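 further: 0% = plate median of compound wells and 100% = S159A mutant with DMSO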
#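 Test system: mABHD4 protein | Buffer or medium: HEPES pH 7.0 buffer, 150 mM NaCl, 0.01% Pluronic F-127 | Probe or stimulus: FP-Rh fluorescent activity-based probe, added after compound pre-incubation | Timing: Pre-incubation 45 min, probe exposure 60 min, at 25 °C | Technique: Fluorescence polarization, excitation 525 nm, emission 598 nm, BODIPY TMR filters | Repeats: Single well per compound (singlicate)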
# PG9 binder: small molecules binding HIV-1 gp120 antibody PG9 | inhibition, % at 6.7 µM | TR-FRET gp120-PG9 antibody binding | 360,000 tested, 0.43% active; in the data active means inhibition above about 8.5%
# UHRF1 binding: blocks human UHRF1 binding to methylated DNA; UHRF1 binding to methylated oligo, TR-FRET; Q96T88; inhibition, % at 4.4 µM; 370,000 tested, 0.75% active; in the data active means inhibition above about 21%;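 further: UHRF1 SRA domain binding a hemimethylated CpG hairpin DNA probe; 0% = median of test compound wells and 100% = reference inhibitor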
# LEDGF integ inh: blocks HIV-1 LEDGF/p75-dependent DNA integration; TR-FRET IN-LEDGF/p75 DNA integration, Eu/Cy5; inhibition, % at 3.7 µM; 370,000 tested, 0.64% active; AID 743269;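 active means inhibition above the screen-wide mean plus 3 SD, cut at about 13% in these data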;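 further: signal is the Cy5 over europium emission ratio at 671 and 618 nm; 0% = plate median of compound wells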
# Active calls of the source: *; nt = no result given.
SMILES,Tn7 DDE FP,HTRA1 inh,SIAE inh,TCR-CD3 inh,TDP2 absorb,PRMT1 inh,mABHD4 FP,PG9 binder,UHRF1 binding,LEDGF integ inh
COc1cc(NC(=S)NC(=O)c2ccccc2C)ccc1NC(=O)c1cccs1,-11,-13,-25,2,2,-1,-8,-1.8,7,3
Cn1ncc2c(=O)[nH]c(N)nc21,-2,-1,-3,6,-6,0,3,-0.3,-1,-1
COC(=O)C[C@@H]1CC[C@@H]2[C@H](COc3ccc(NC(=O)c4ccc5c(c4)OCO5)cc3C(=O)N2C)O1,4,nt,7,nt,10,2,2,nt,0,-1
NS(=O)(=O)c1ccc(CNC(=O)Cc2ccccc2F)cc1,-4,2,2,-2,-5,-4,-4,0.6,-2,5
COc1cc(C2NC(=O)NC(c3ccccc3)=C2C(C)=O)c(Br)cc1OCC(N)=O (configuration not stated),4,-2,-7,1,-11,5,4,-2.0,1,-8
COc1cc(OC)c(NC(=O)CNC(=O)Cn2ccc3ccccc3c2=O)cc1Cl,0,6,-3,-10,-16,0,-8,-0.8,0,1
COC(C[C@@H](O)[C@@H](C)[C@H](O)COCc1ccccc1)OC,-8,-2,-4,-3,-4,2,-4,-1.4,1,5
CCOc1ccc(-n2c(=S)sc3c(=O)n(-c4ccc(F)cc4)c(SCC(=O)O)nc32)cc1,2,12,-2,1,0,3,6,-1.3,2,-2
CCOc1ccc2oc(C(=O)N(CCOC)c3c(N)n(CC(C)C)c(=O)[nH]c3=O)c(C)c2c1,1,4,0,6,-5,-3,6,-1.1,0,-4
CCN(C(=O)CSc1n[nH]c(-c2cccs2)n1)C1CCS(=O)(=O)C1 (configuration not stated),6,1,-3,-8,-12,3,1,0.6,3,-7
COc1cc(C(=O)OCCC(C)C)cc(OC)c1O,2,5,4,2,9,-3,1,-1.6,1,-4
CCS(=O)(=O)N1CCC(C(=O)Nc2cc(C)ccc2O)CC1,3,-3,8,-3,12,-1,0,1.2,-3,-2
O=C(Oc1ccc(Br)cc1)c1cncc(Br)c1,5,-10,3,-4,-12,1,0,-1.8,-1,6
CC(OC(=O)Cc1ccsc1)C(=O)Nc1ccc(C(N)=O)cc1 (configuration not stated),-8,0,-3,4,-9,-10,-2,-2.9,-2,3
CC1Cc2ccccc2N1C(=O)COC(=O)c1cc(Br)ccc1O (configuration not stated),6,-7,-4,0,8,1,8,20*,1,-3
CCOC(=O)c1c(-c2ccc(C)o2)csc1NC(=O)COC(=O)c1cccs1,6,-32,-4,8,4,2,-8,-0.1,1,-1
Cc1nn(C(C)C(=O)NCc2ccco2)c(=O)c2nn(-c3ccccc3)c(C)c12 (configuration not stated),3,3,-4,-2,28*,5,-4,-0.1,2,-4
COc1cccc(CN2CC(C(=O)NCCSc3nnnn3C)CCC2=O)c1 (configuration not stated),1,5,0,7,0,-2,2,1.3,-2,0
c1ccc2c(c1)-c1nc3ccccc3cc1C2N1CCOCC1 (configuration not stated),4,-5,3,-1,-5,-4,2,0.0,-4,-1
CC1(C(=O)NS(=O)(=O)c2ccccc2Cl)CCN1C(=O)C1(c2ccccc2)CCCC1 (configuration not stated),1,nt,-14,0,9,-2,-12,0.1,-1,2
CN(Cc1ccccc1)c1nc2c(c(=O)[nH]c(=O)n2C)n1Cc1ccccc1Cl,3,-2,-6,4,3,-1,1,1.8,0,-1
CCCCNC(=O)NS(=O)(=O)c1ccc(NC(=O)C(NC(N)=O)C(C)CC)cc1 (configuration not stated),-10,-3,7,0,-8,4,1,-0.9,3,-3
COc1ccccc1CC(NC(C)=O)C(=O)N1CCN(C(=O)c2cccs2)CC1 (configuration not stated),-6,3,-2,-7,9,1,5,0.6,1,2
C=CC(=O)NC1CCCCN(C)C1=O (configuration not stated),-2,nt,3,-1,-3,1,2,-1.6,4,-5
COc1ccccc1C(=O)N1CCCC(C)(C(=O)NS(=O)(=O)C2CC2)C1 (configuration not stated),0,nt,-5,-1,-4,3,5,-1.7,2,1
# Going on with the list.
SMILES,Tn7 DDE FP,HTRA1 inh,SIAE inh,TCR-CD3 inh,TDP2 absorb,PRMT1 inh,mABHD4 FP,PG9 binder,UHRF1 binding,LEDGF integ inh
CC(NS(=O)(=O)c1c(N)n(C)c(=O)n(C)c1=O)c1ccccc1 (configuration not stated),4,1,-7,-4,6,6,0,0.4,2,-4
Cc1c(NC(=O)c2ccc(NC(=O)C3CC3)cc2)cccc1C(=O)O,0,0,5,-5,9,1,-8,-0.3,-2,1
COC(=O)[C@H](C(C)C)N(Cc1cn(Cc2ccc(C)cc2)nn1)S(=O)(=O)c1ccc(F)cc1Br,2,nt,4,nt,-3,-7,-3,nt,0,0
O=C(CN1C(=O)NC(Cc2ccccc2)(Cc2ccccc2)C1=O)NCC1CCCCC1,4,-2,-8,6,-3,-1,1,1.5,-1,0
NC(=NC(=O)c1ccccc1)C1=C(O)CCC1=O,6,1,-1,4,-5,3,-11,0.5,-1,1
C[C@H](O)[C@@H]1C(=O)N2CCc3c([nH]c4c(-c5ccc6c(c5)OCO6)cccc34)[C@@H]2C[C@@H]1N(C)C(=O)OCc1ccccc1,-4,nt,7,nt,4,-4,-3,nt,-3,-1
O=C(Nc1ccc(Cl)cc1)c1cccc(N2C(=O)C3C4CCC(C4)C3C2=O)c1 (configuration not stated),8,-7,-9,5,11,-3,-2,0.1,-4,0
CCOC(=S)N/C(=N\S(C)(=O)=O)c1ccccc1,-1,4,4,5,5,-2,1,-1.3,17,4
CCSc1nnc(NC(=O)c2ccccc2C)s1,1,1,-1,4,-6,1,-4,0.5,24*,1
CCCn1c(NC(=O)c2ccccc2)nc(Cc2ccccc2)c1-c1ccc(OC)cc1,-5,nt,-1,nt,-4,2,8,nt,0,13
CC(C)NC(=O)NC(=O)COC(=O)CCCSc1nc2ccccc2s1,4,5,-9,-2,-12,5,-2,-0.2,5,-2
COc1ccc(C(c2nnnn2Cc2ccc(F)cc2)N2CCN(c3ccc(OC)cc3)CC2)cc1 (configuration not stated),4,-4,6,-1,4,3,5,-0.2,0,5
O=C(Nc1ccccc1)Nc1nnc(/C=C/c2ccccc2Cl)s1,1,-9,-5,8,1,-1,-12,-0.9,-3,1
O=C(CN1CCN(Cc2ccc(F)cc2Cl)C1=O)NCCc1ccc(Cl)cc1,-6,-9,-2,-11,-4,2,11,1.4,7,0
Cc1ccc2cc(C3CC(c4ccco4)=NN3C(=O)CCCC(=O)O)c(Cl)nc2c1 (configuration not stated),6,-2,4,-2,2,0,0,-0.5,-3,3
Cn1c(=O)[nH]c(=O)c2c1nc1n2CCN1Cc1ccccc1,-4,10,11,9,-2,0,-4,-0.4,-3,0
CCn1c(CSc2nc(C)cc(C)n2)nnc1SCC(N)=O,-6,8,-4,-1,5,0,0,-0.5,-1,0
Nc1nsnc1C(=O)NCCO,-1,0,1,4,8,-2,-2,-1.3,-2,-1
COc1ccccc1N(C)S(=O)(=O)c1ccc(Cl)c(C(=O)NCc2ccco2)c1,0,4,1,-1,-5,-1,-1,-0.1,0,-4
O=C(O)CC(Cc1ccccc1)C(=O)NCC12CC3CC(CC(C3)C1)C2 (configuration not stated),-9,-3,-1,-3,-3,-4,3,-1.0,1,1
S=C(Nc1cccc(Cl)c1)NC1CC2CCCC(C1)N2C1CCCC1 (configuration not stated),2,-6,3,-1,1,0,4,-2.6,-1,0
O=c1c2[nH]c3ccc(F)cc3c2ncn1CCCn1ccnc1,6,4,3,5,3,-2,-12,1.8,-1,0
CCc1nnc(NC(=O)CSc2nc3ccccc3s2)s1,1,-8,-4,-9,-5,6,-8,2.1,4,2
CCN(Cc1ccncc1)C(=O)C(CO)c1ccccc1 (configuration not stated),3,3,3,7,-6,1,3,2.2,0,1
CN1CCN(C(=O)C2(NC(=O)Nc3cccc(F)c3)CCCCC2)CC1,-4,5,-1,-3,-13,2,-2,0.6,5,-4
# The results go on.
SMILES,Tn7 DDE FP,HTRA1 inh,SIAE inh,TCR-CD3 inh,TDP2 absorb,PRMT1 inh,mABHD4 FP,PG9 binder,UHRF1 binding,LEDGF integ inh
O=C(CSCc1ccc(Cl)cc1)NCc1ccc2c(c1)OCO2,-6,-7,2,2,-7,0,3,0.7,0,4
O=C(CCCN1CCN(c2ccccn2)CC1)c1ccc(F)cc1,5,3,6,-3,1,-4,-3,2.7,1,4
Clc1ccc(-n2nnnc2SCc2c(-c3ccccc3)nc3sccn23)cc1,6,-5,-11,-4,4,2,3,1.4,0,-2
COc1cc(CC(=O)OC2CCOC2=O)cc(OC)c1OC (configuration not stated),1,15,4,-4,6,0,-1,-0.8,4,2
CCOC(=O)c1c(-c2ccccc2)csc1NC(=O)CSc1nnnn1C,1,-16,5,1,-8,1,-24,-2.5,4,2
CC(=O)NCCn1c(SCC(=O)c2ccccc2)nc2ccccc2c1=O,4,4,1,-3,1,3,-2,-1.9,0,-1
NCCC(=O)Nc1ccc(Cl)cc1C(=O)c1ccc[nH]1,2,nt,-1,nt,1,3,3,nt,0,-5
C=CCn1c(=O)/c(=C/c2ccc(C)o2)s/c1=C(/C#N)C(=O)c1ccccc1,-1,25,-2,-13,-6,8,-113,-1.1,-4,3
CCOC(=O)C(Sc1cc(-c2ccccc2)nc2ncnn12)C(C)=O (configuration not stated),-2,3,-3,3,-3,9,5,-0.3,-2,-4
Cc1cc(C)n(-c2ccc(C(=O)NCc3ccc4c(c3)OCO4)cc2)n1,5,-13,-2,-3,-1,1,2,-1.3,-2,5
O=C(O)c1ccc(N2CCCC2=O)cc1,3,4,0,-1,3,-2,-2,-0.2,0,1
COc1ccc(CNC(=O)c2cnc3n(c2=O)CCS3)cc1,7,-5,-3,8,5,-4,-1,0.8,-1,3
O=S(=O)(Nc1cccc(-c2cn3c(n2)SCC3)c1)c1cccs1,0,-2,7,5,-4,3,6,-0.1,17,1
COc1cc(OC)c(NC(=O)c2c(-c3ccccc3)noc2C)cc1Cl,-3,-1,-5,2,-10,-5,-2,-3.2,0,4
CCN1CCN(C(=S)c2ccc(Br)cc2)CC1,8,-32,7,3,4,36*,2,1.4,1,0

# Screening data (PubChem BioAssay)
